Screens deposited in PubChem by several laboratories.
Mtb FBA inh = Mtb FBA enzyme inhibitors, primary screen, biochemical, fluorescence, strain H37Rv | Fructose-bisphosphate aldolase (Mycobacterium tuberculosis (strain ATCC 25618 / H37Rv)), … | purified M. tuberculosis FBA, fluorescence read-out | inhibition, % at 1 µM | 2.3% of 360,000 active; in the data active = inhibition above about 27%;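 note: 0% = vehicle and 100% = reference inhibitor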
Target sequence (P9WQA3 whole entry, looked up): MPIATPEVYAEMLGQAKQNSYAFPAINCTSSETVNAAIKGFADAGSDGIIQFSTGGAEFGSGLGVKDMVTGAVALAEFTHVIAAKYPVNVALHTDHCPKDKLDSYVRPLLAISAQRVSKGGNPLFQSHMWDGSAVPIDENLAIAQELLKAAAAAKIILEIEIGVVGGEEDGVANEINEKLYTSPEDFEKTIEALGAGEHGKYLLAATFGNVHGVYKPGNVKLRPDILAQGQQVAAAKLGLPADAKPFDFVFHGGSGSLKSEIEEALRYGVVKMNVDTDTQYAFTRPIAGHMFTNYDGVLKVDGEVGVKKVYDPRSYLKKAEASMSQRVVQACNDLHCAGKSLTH
TcdB inh = TcdB glycohydrolase inhibitors, primary screen, biochemical, single point, plate reader; 0.24% of 350,000 active; Toxin B (Clostridioides difficile), P18177; TcdB glycohydrolase enzymatic assay; AID 652162, 2013; inhibition, % at 9.99 µM; in the data active = inhibition above about 10%
Yp Topo-I inh = Yersinia pestis topoisomerase I inhibitors, primary screen, biochemical, cleavage product accumulation, plate reader, single point. activity, % at 10 µM. Y. pestis Topo-I cleavage product accumulation. 0.064% of 360,000 active. DNA topoisomerase I (Yersinia pestis CO92); in the data active = activity above about 50%, passing the limit was not always enough; inconclusive = no clear call, values can overlap the other calls; note: inactives centre near 2
BioA inh = M. tuberculosis BioA enzyme inhibitors, primary screen, biochemical, plate reader, single point, HTS. 7,8-diaminopelargonic acid synthase BioA (Mycobacterium tuberculosis). purified M. tuberculosis BioA enzyme. inhibition, % at 9.99 µM. 0.096% of 360,000 active; in the data active = inhibition above about 40%; inconclusive = no clear call, values can overlap the other calls
PfHsp40 rescue = rescue of yeast from PfHsp40 toxicity, primary screen, S. cerevisiae, ATP luminescence | S. cerevisiae expressing PfHsp40, growth rescue | growth rescue, % at 12.5 µM | AID 504582, 2011 | 0.68% of 340,000 active; in the data active = growth rescue above about 28%, passing the limit was not always enough; inconclusive = no clear call, values can overlap the other calls;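 note: yeast W303a lacking pdr1 and pdr3 grown in galactose medium; growth measured after three days at 30 °C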
Mtb UGM inh = M. tuberculosis UGM enzyme inhibitors, primary screen, biochemical, fluorescence polarization, single point; 0.06% of 320,000 active; inhibition, % at 10 µM; UDP-galactopyranose mutase (Mycobacterium tuberculosis (strain ATCC 25618 / H37Rv)), …; purified UGM, fluorescence polarization probe displacement; AID 504406, 2011; in the data active = inhibition above about 10%, passing the limit was not always enough; inconclusive = no clear call, values can overlap the other calls
Target sequence (P9WIQ1 whole entry, looked up): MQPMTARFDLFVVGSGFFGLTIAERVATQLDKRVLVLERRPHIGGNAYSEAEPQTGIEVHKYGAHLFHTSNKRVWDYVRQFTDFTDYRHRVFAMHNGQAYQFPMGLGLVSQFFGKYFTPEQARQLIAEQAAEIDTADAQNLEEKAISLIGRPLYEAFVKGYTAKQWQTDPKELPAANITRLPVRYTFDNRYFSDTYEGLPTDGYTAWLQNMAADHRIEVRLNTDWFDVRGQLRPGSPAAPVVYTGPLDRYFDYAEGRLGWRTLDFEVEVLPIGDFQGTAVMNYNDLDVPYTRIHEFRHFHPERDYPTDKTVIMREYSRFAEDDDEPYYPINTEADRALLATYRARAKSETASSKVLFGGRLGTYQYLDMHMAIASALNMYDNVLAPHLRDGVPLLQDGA
BH1578 lux ind = inducers of Vibrio cholerae quorum light production without autoinducers, primary screen, BH1578 luxS cqsA deficient, single point; V. cholerae BH1578 lux reporter, luminescence, 6 h; activation, % at 18.7 µM; 0.16% of 350,000 active; AID 588436, 2011; in the data active = activation mostly above about 9.7%, no sharp cut-off; inconclusive = no clear call, values can overlap the other calls; inactive = mostly below about 3.7%; note: not every result past the cut was called active; inactives centre near 0; reference of the scale not given here
GDH-TPI counter = GDH-TPI coupling enzyme inhibitors, primary screen, artefact control for M. tuberculosis FBA inhibitor project, biochemical, absorbance, full deck | GDH-TPI coupled enzyme counterscreen, NADH absorbance | inhibition, % at 4.8 µM | 1.2% of 360,000 active; in the data active = inhibition above about 30%;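 note: 0% = DMSO wells and 100% = wells lacking the enzyme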
FadD28 FP inh = inhibitors of FadD28 bisubstrate probe binding, primary screen, biochemical, fluorescence polarization, single point | inhibition, % at 12.5 µM | AID 588549, 2011 | 0.22% of 360,000 active | Mycobacterium tuberculosis FadD28 fatty-acid-AMP ligase; in the data active = inhibition above about 8.5%, passing the limit was not always enough; inconclusive = no clear call, values can overlap the other calls
The depositor's hits bear a star; i = inactive; ? = inconclusive; / = not tested or not shown.

SMILES	Mtb FBA inh	TcdB inh	Yp Topo-I inh	BioA inh	PfHsp40 rescue	Mtb UGM inh	BH1578 lux ind	GDH-TPI counter	FadD28 FP inh
CC1CCC(NC(=O)c2nc(Cn3ccc([N+](=O)[O-])n3)no2)CC1 (stereo unspecified)	-1	-1.0	-6	0.1	-0.2	-1.2	-0.9	-1	-3.0
CC(=O)N1CCc2c(sc(NC(=O)C3CCCN3S(=O)(=O)c3cccs3)c2C(N)=O)C1 (stereo unspecified)	12	1.2	-5	-8.5	-1.4	0.3	-1.2	7	-3.0
O=C(O)c1cc(-c2ccc3c(c2)OCO3)nc2ccccc12	11	/	1	-1.2	-0.8	2.6	i	7	-1.7
Cc1cc(C)n2nc(C(=O)Nc3ccc4c(c3)OCCO4)nc2n1	2	0.2	-2	-1.9	0.4	-0.7	-0.6	18	-0.4
COc1ccc(C(=O)c2nc3ccccc3n2C(C)C)cc1	6	0.1	6	/	-0.3	-2.7	5.4	7	0.2
COc1ccc(C)cc1NC(=O)C(c1ccccc1)N1CCN(CC(=O)NC2CC2)CC1 (stereo unspecified)	2	3.8	3	0.2	-2.5	/	-0.3	-2	-1.3
CN(C)C(=O)c1ccc(NC(=O)c2cc(-n3cnnc3)ccc2Cl)cc1	3	0.4	0	/	0.2	-1.3	1.2	-7	-1.3
O=C(O)c1cnc(-c2ccccc2)nc1-c1ccccc1	2	-0.5	2	0.4	-0.7	-2.6	-0.5	3	-1.1
Clc1ccccc1Nc1nc(-c2cccnc2)cs1	4	2.1	0	2.5	3.6	1.0	-0.4	4	-0.8
Fc1cccc(Cl)c1CSC1=NCCS1	5	2.2	-1	-2.8	0.6	-1.4	-0.5	-1	-1.1
CSCC[C@H](CO)NC(=O)[C@H]1O[C@@H](n2cnc3c(N)ncnc32)[C@H](O)[C@@H]1O	0	1.2	/	-0.7	/	/	/	/	-3.3
O=C(Nc1ccc(S(=O)(=O)Nc2ncccn2)cc1)C1CC(=O)N(c2ccc(Cl)cc2)C1 (stereo unspecified)	2	1.5	2	0.8	-0.7	1.9	-2.3	4	-4.5
Cc1sc2nc(CSc3ccccc3)nc(N3CCN(C)CC3)c2c1C	3	/	-1	/	-1.0	-0.6	-0.3	5	-3.6
Cc1ccc(S(=O)(=O)N2C[C@H]3N(C(=O)OC(C)C)N(C(=O)OC(C)C)C[C@H](OC(=O)NC4CC4)[C@@]3(O)C2)cc1	-1	-0.1	9	-2.9	/	/	i	7	0.5
O=C(NCC1CCCO1)C1CCCN(Cc2cnn(-c3ccccc3)c2-n2cccc2)C1 (stereo unspecified)	-1	/	14	1.3	-1.9	-0.4	2.6	-1	-0.8
CCOc1cc(CN2CCCC(N3CCN(c4ccc(F)cc4)CC3)C2)ccc1OC (stereo unspecified)	4	-0.7	28	1.0	-0.9	0.0	i	4	1.9
CCCOc1ccc(-c2c(=O)n(OCc3ccc([N+](=O)[O-])cc3)c3ccccc3[n+]2[O-])cc1	4	0.2	2	/	-0.8	1.9	-0.6	10	-0.4
Cc1ccc(CS(=O)Cc2ccc(C(=O)N3CCN(c4ccc(F)cc4)CC3)o2)cc1 (stereo unspecified)	-6	0.1	18	2.9	0.4	-1.5	0.9	-2	-0.7
N#Cc1cccc(NC(=O)Nc2cccs2)c1	-7	/	-14	0.3	-0.8	-1.9	i	-3	-3.0
COc1ccc(/C=N/NC(=O)c2ccoc2C)cc1O	2	/	-2	/	1.3	1.2	-0.2	28	-0.8
CCCn1c(N)c(N(CCOC)C(=O)c2ccc(S(=O)(=O)N3CCOCC3)cc2)c(=O)[nH]c1=O	0	2.8	-1	0.6	-1.0	/	1.3	-2	-3.2
CC1CCC/C=C/C2CC(O)CC2C(O)/C=C/C(=O)O1 (stereo unspecified)	1	/	-3	-0.7	4.3	0.2	0.7	2	-1.4
Cc1c(O)ccc(C(=O)COc2ccccc2F)c1O	2	/	-1	-1.5	-0.4	1.9	/	22	2.0
CC(C)CCNC(=O)COc1ccc(C(=O)c2ccccc2)cc1	1	1.5	25	/	1.3	1.3	-0.9	-6	-3.4
O=C(Nc1nc2ccccc2s1)c1cc(-c2ccco2)nc2ccccc12	6	0.3	0	/	-1.9	0.8	-0.1	17	1.4
Cc1ccc(NC(=O)Cn2cc(C(=O)C3CC3)c3ccccc32)c(C)c1	0	2.0	76*	-0.8	0.5	2.0	-0.7	1	-0.9
Cn1c(=O)c2cc(NC(=O)CC(C)(C)C)ccc2n1-c1ccccc1F	174*	2.2	-13	10	/	/	-4.5	6	-1.5
CCn1c(=S)sc2c(=O)n(CC(=O)Nc3ccccc3OC)c(C)nc21	1	0.6	2	/	-0.3	0.6	5.6	4	-0.3
CC(=O)CCC(C)=O	2	1.2	-4	-2.1	-0.8	1.7	-0.3	3	-0.5
O=C(O)c1cccc(NC2=C(Cl)C(=O)c3ccccc3C2=O)c1	-6	-2.0	-9	1.1	1.4	/	-0.6	11	-0.2
COCCNC(=O)C1=NOC(Cn2cc(C#N)c(=O)n(C)c2=O)C1 (stereo unspecified)	3	-1.5	2	-0.8	-0.6	-0.8	-0.3	5	-0.1
COc1ccc(N(C(=O)c2cccnc2)S(=O)(=O)c2ccc(F)cc2)cc1	-1	2.1	2	-0.5	-0.2	-2.2	-0.4	5	-0.6
COc1ccc(NCC(O)Cn2cnc3c2c(=O)n(C)c(=O)n3C)cc1 (stereo unspecified)	2	3.8	-4	/	0.4	3.5	-0.3	0	-0.8
CC(=O)Nc1cccc(NC(=O)CS(=O)(=O)c2cn(CC(=O)N3CCCC3)c3ccccc23)c1	0	0.2	5	-0.5	0.4	2.6	i	-3	-3.1
CCCC1C2CN(C(C)C)CC=C2C(C#N)=C(N)C1(C#N)C#N (stereo unspecified)	46*	/	-5	-16	0.0	13*	0.6	16	-0.8
CCCC1/C(=N/O)CC(c2ccccc2)NC1c1ccccc1 (stereo unspecified)	0	0.0	14	/	-1.6	-1.3	-0.4	1	-4.8
Cc1nn(-c2cccc3cccnc23)c(=O)c2ccccc12	-3	/	4	-0.1	-1.2	-2.4	i	3	-2.1
CC(C)(C)c1cnnn1-c1cccc([N+](=O)[O-])c1	2	0.9	-3	/	-0.4	1.7	6.1	-3	-0.3
CCCCn1c(=O)c(C(=O)NCc2ccncc2)c(O)c2ccccc21	0	/	34	-0.1	219*	-0.1	/	-5	-3.6
COc1cc(/C=N/NC(=O)c2cccnc2)ccc1OCC(=O)N1CCOCC1	-5	0.6	0	14	-0.5	-0.1	-0.4	14	-4.3
Cc1nnsc1C(=O)N1CCN(c2ccc(F)cc2)CC1	-5	1.0	-4	0.5	0.3	3.3	-0.4	2	-3.4
O=C(NC(NCCCN1CCOCC1)(C(F)(F)F)C(F)(F)F)C1CCCCC1	-2	/	-6	0.4	0.5	-2.8	/	-5	-2.2
CCC(C)NC(=O)CSC1=Nc2ccccc2C2=NC(CCC(=O)NCc3ccco3)C(=O)N12 (stereo unspecified)	5	/	7	-1.2	-0.2	2.0	i	-4	-1.8
COc1cc(CN2CCC(CO)(CCOc3ccccc3)CC2)cc(OC)c1	0	0.0	12	/	-1.3	1.4	-3.7	5	-2.6
CCOc1cc(/C=C(/C#N)C(=O)Nc2ccc(O)cc2)cc(Br)c1O	-21	/	-8	/	3.0	-15	-3.1	2	?
Cc1cc(C(=O)NCc2ccccc2)no1	-1	0.4	3	-0.7	0.6	-0.5	-0.4	-5	-3.7
Cc1ccsc1CN1CCN(c2ccccn2)CC1	-1	/	16	-0.2	-0.2	-0.3	i	8	0.6
O=C(NCC(c1ccco1)N1CCCCC1)c1cccc(S(=O)(=O)Nc2ccc(F)cc2)c1 (stereo unspecified)	2	1.4	-2	1.4	0.0	/	-1.2	-2	-4.4
O=C(NCc1ccc2c(c1)OCO2)C(=O)NCC1OCCN1S(=O)(=O)c1ccc(F)cc1 (stereo unspecified)	4	0.2	-2	-1.0	-1.3	-2.9	3.6	-6	-2.3
COc1ccc(C(=O)Nc2ccccc2-c2nnn(CC(=O)NCc3ccco3)n2)cc1	-1	/	9	-1.7	-0.8	1.2	-1.3	1	-3.6
COc1ccc(S(=O)(=O)N(C)CC(=O)N2CCN(C)CC2)cc1Cl	0	2.5	10	-0.6	0.5	0.6	0.7	0	-0.6
Cc1cc(C(=O)NNC(=O)c2ccc(C)c([N+](=O)[O-])c2)c(C)o1	-2	-0.3	-12	-1.5	-1.4	/	i	-1	-2.2
O=C1NCCN1CCNc1nc(NCc2ccccc2)nc2ccsc12	8	1.2	3	0.1	/	/	-0.7	7	-3.0
COc1ccc(/C=C/C(=O)NCC(=O)N/N=C/c2cc(Br)ccc2OCc2ccccc2)cc1	6	/	7	/	-0.7	-0.6	1.4	9	-0.4
O=C(N/N=C/c1ccc([N+](=O)[O-])o1)C1CCCC1	-2	-1.9	-4	-1.0	6.6	1.0	-0.7	12	-0.7
COc1cccc(CN(C(=O)c2ccco2)C(C(=O)NC2CCCC2)c2cccnc2)c1 (stereo unspecified)	3	/	4	-1.1	-1.3	0.1	i	1	-1.1
CC(=O)Nc1ccc(S(=O)(=O)Nc2ccccc2C(=O)N2CCOCC2)cc1	0	0.5	-2	-0.5	0.9	-2.6	i	16	-1.5
CCCNc1nc(C)nc2c1cnn2CCc1ccccc1	-2	0.2	5	2.9	-0.2	1.2	/	3	1.2
CCCCCc1ccc(C2=NNC(=O)CC2)cc1	1	0.7	30	2.1	-0.2	-0.6	-1.8	-1	-4.2
Cc1cn([C@H]2C[C@H](O)[C@@H](CNC(=O)[C@H](N)Cc3cn(COCc4ccccc4)cn3)O2)c(=O)[nH]c1=O	-1	0.9	-4	-1.3	/	/	-0.2	-3	-4.3

(list continues)
SMILES	Mtb FBA inh	TcdB inh	Yp Topo-I inh	BioA inh	PfHsp40 rescue	Mtb UGM inh	BH1578 lux ind	GDH-TPI counter	FadD28 FP inh
COc1ccc(-c2nnn(CC(=O)N(Cc3ccccc3Cl)C(C(=O)NCC3CCCO3)c3ccco3)n2)cc1 (stereo unspecified)	0	/	5	2.4	0.5	0.9	5.6	-13	-2.8
CN(C(=O)Cc1c(C(=O)O)n(C)c2ccccc12)c1ccc(F)cc1	3	2.8	-3	/	-1.1	0.4	-0.4	4	-2.7
COc1cccc(NC(=O)c2cc3ccccc3o/c2=N\O)c1	1	-0.2	-3	-1.8	0.5	1.8	20	10	-8.3
C/C(=N\Nc1ccc2nncn2n1)c1ccccn1	-2	-10	1	1.3	/	-0.6	-0.1	15	-0.5
CCc1cccc(CC)c1NC(=O)C[n+]1cccc(C(N)=O)c1	2	0.9	3	/	0.8	-0.4	-0.4	-2	-2.6
